Compound activity (PubChem)
CaV13 FRET inh – Disruptors of the CACNA1D IQ motif to Ca2+-dependent inactivation inhibitor domain association, primary screening, Förster resonance energy transfer in intact living …. HEK cells, CFP/YFP FRET ICDI-IQ, plate reader, 10 min; percent FRET-ratio fall versus neutral wells. inhibition, % at 12.3 µM. 340,000 compounds, 0.098% hits;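 active = mean replicate inhibition of at least 30% and at least 1% of replicates passing that level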;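 note: 0% = median of the neutral control wells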
PDI inh – blocks human protein disulfide isomerase activity | AID 588391 | inhibition, % at 10 µM | PDI insulin aggregation turbidity, A650, 90 min | 350,000 compounds, 0.052% hits;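 active = mean inhibition across replicates of 30% or more, whatever share of single replicates reach that level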;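 note: absorbance from insulin aggregation driven by PDI reduction with DTT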
Target sequence (P07237 whole entry, looked up): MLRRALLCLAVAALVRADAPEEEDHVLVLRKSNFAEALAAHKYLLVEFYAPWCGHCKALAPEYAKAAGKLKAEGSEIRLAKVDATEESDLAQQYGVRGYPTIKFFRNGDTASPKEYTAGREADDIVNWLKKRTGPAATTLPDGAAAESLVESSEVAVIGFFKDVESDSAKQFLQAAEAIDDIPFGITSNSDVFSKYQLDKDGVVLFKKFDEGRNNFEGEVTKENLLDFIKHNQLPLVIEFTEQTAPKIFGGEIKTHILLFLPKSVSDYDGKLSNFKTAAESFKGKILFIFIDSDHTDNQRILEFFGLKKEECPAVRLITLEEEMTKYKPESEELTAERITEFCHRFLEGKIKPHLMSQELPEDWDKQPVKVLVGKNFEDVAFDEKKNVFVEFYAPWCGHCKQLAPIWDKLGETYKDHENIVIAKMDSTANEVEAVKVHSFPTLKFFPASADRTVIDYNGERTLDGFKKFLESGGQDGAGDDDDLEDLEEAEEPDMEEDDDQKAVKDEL
TRPM1 prom inh – reduces MITF-dependent TRPM1 promoter luciferase signal; SK-MEL-5 TRPM1 promoter luciferase, 24 h; inhibition, % at 12.5 µM; 330,000 compounds, 0.83% hits; AID 488899;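 active = mean inhibition across replicates of 60% or more, whatever share of single replicates reaches that level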; note: values of inactives mirror those of a sister screen read the other way
Shn3 3UTR inh – inhibitors of Schnurri-3 3'UTR reporter in osteoblasts | inhibition, % at 12.5 µM | AID 588674 | Clone20 osteoblast Shn3 3'UTR firefly luciferase, 24 h | 360,000 compounds, 0.52% hits;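 active = mean inhibition of at least 75% with every replicate also reaching 75%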;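 note: 0% = median of neutral control wells and 100% = pilot-screen positive control compound; some compounds past the cut are filed as inactive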
Vif imaging – HIV Vif inhibition. HEK293T cells, Vif self-association by quenched fluorescence, imaging, 24 h. inhibition, % at 7.49 µM. 340,000 compounds, 0.35% hits. AID 602346; in the data active = inhibition above about 50%, passing the limit was not always enough; note: some results filed as inactive read as strong as hits
HIF-2a block – HIF-2a inhibition | 786-0 RCC cells HIF-2a reporter, luciferase luminescence, overnight | inhibition, % at 18.8 µM | 360,000 compounds, 0.72% hits;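 active = inhibition of the luminescence signal of 40% or more relative to plate controls, in a single-dose primary screen at 18.75 µM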
KKLEB tox – counter-screen for CF NF-kB inhibitors: cytotoxicity; KKLEB CF airway cells viability, ATPlite luminescence, overnight; stronger effect = lower value; cells stimulated with P. aeruginosa culture filtrate; AID 602141; 360,000 compounds, 0.36% hits; activity change (cytotoxicity), % at 5 µM;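 active = corrected activity change at or below -50% at 5 µM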
NR2E3 ag-1 – agonists of human NR2E3 nuclear receptor; Q9Y5X4; CHO-S Gal4-NCOR/VP16-NR2E3 two-hybrid, luciferase; 360,000 compounds, 0.35% hits; inhibition of corepressor binding, % at 3.98 µM; AID 602229;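 active = inhibition above the mean of all tested compounds plus 3 SD, cut at about 70% in these data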;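 note: 0% = DMSO with NR2E3 transfected cells and 100% = cells lacking NR2E3 construct; higher means lower luciferase signal from less NR2E3 corepressor binding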
Target sequence (Q9Y5X4 whole entry, looked up, the tested form may be a part): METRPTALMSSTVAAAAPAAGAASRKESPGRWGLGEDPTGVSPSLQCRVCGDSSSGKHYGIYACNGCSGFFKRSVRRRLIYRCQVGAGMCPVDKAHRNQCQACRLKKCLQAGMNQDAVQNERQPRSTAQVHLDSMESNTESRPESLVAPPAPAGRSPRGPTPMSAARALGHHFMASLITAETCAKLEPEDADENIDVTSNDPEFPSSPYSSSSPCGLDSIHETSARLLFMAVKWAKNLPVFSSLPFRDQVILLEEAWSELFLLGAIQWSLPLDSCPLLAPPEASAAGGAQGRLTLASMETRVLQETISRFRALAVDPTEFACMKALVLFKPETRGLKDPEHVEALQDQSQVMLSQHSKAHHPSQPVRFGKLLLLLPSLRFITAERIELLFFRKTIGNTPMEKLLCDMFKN
CF NFkB block – inhibitors of cystic fibrosis induced NF-kB. KKLEB NF-kB-GFP reporter, PAF-induced, GFP fluorescence overnight. inhibition, % at 5 µM. 360,000 compounds, 0.86% hits. AID 588850;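 active = at least 50% inhibition at 5 µM, scaled per plate between neutral and stimulator controls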;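 note: PAF is a Pseudomonas aeruginosa culture filtrate used as stimulus; plate controls were PAF-stimulated DMSO wells for no effect and unstimulated DMSO wells for full effect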
NR2E3 ag-2 – activates human photoreceptor nuclear receptor NR2E3; Q9Y5X4; GST-NR2E3/biotin-RetCOR TR-FRET, 1536-well; inhibition of corepressor binding, % at 4.78 µM; 320,000 compounds, 0.12% hits; AID 2300;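 active = percent inhibition above the cutoff of mean plus 3 SD of all tested compounds, set per screening campaign, cut at about 20% in these data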;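 note: 0% = DMSO wells and 100% = biotin wells as full block of FRET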
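System: GST-tagged NR2E3 plus biotinylated RetCOR corepressor; Amount: 1.35 nM GST-tagged NR2E3 final; Dosing: single nominal compound dose of 4.8 µM; Schedule: 5 h incubation at 4 °C; Technique: TR-FRET with europium anti-GST and streptavidin-D2, 340 nm excitation; Controls: biotin wells as high control, 0.6% DMSO wells as low control.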
Peg3 prom inh – inhibitors of Peg3 promoter. 360,000 compounds, 1.7% hits. inhibition, % at 20 µM. HeLa PEG-Prom luciferase reporter, luminescence, overnight. AID 588405;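 active = inhibition of at least 50% at 20 µM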
* hit, by the source's call; · = no result given.

SMILES	CaV13 FRET inh	PDI inh	TRPM1 prom inh	Shn3 3UTR inh	Vif imaging	HIF-2a block	KKLEB tox	NR2E3 ag-1	CF NFkB block	NR2E3 ag-2	Peg3 prom inh
O=C(Nc1nc(-c2nc3ccccc3s2)cs1)C1CC1	-7	-5	·	-83	2	-274	-8	-79	-23	4	-344
CC[C@H](C)[C@@H](CN[C@H](C)CNC)NCCC(c1ccccc1)c1ccccc1	-4	-2	90*	4	9	-3	-11	-5	20	-1	98*
CCNC(=S)N/N=C(\C)c1ccco1	-5	2	-4	2	-5	-14	5	-32	-6	2	-10
O=[N+]([O-])c1ccccc1-n1cnc2ccccc21	-4	4	1	-58	3	11	7	31	-38	0	3
COc1ccc(Nc2nc3ccccc3nc2C)cc1	·	-1	-1	-9	5	-66	6	-14	-13	-5	-5
COc1ccc(N2CCN(S(=O)(=O)c3cc4c(cc3C)N(C(C)=O)CCO4)CC2)cc1	-9	·	·	-3	·	7	-8	-23	11	1	5
O=C(c1ccccc1F)N1CCCC(N2CCN(Cc3ccc4c(c3)OCO4)CC2)C1 (stereo unspecified)	-9	-2	·	-57	-3	-16	4	-7	-9	·	-8
CCNC(=S)N/N=C/c1c(C)nn(-c2cccc(Cl)c2)c1Cl	-3	-12	0	-25	2	-12	3	9	-9	-3	9
CS(=O)c1ccccc1-c1nc(-c2ccc([N+](=O)[O-])cc2)no1 (stereo unspecified)	-14	1	4	-11	5	-71	-6	5	-7	·	-21
Cc1n(CC(=O)c2ccc(F)cc2)c2ccccc2[n+]1C	-7	0	18	0	·	13	2	13	-9	5	-3
O=C(c1cccc(Br)c1)N1CCN(C(=O)N2CCOCC2)CC1	-1	-3	4	2	2	13	10	-19	-6	1	-2
CSCCC(NS(=O)(=O)c1ccccc1)C(=O)Nc1nccs1 (stereo unspecified)	-2	1	13	7	0	10	9	-21	-14	·	6

The closing 2 compounds of the part above open the next one:
SMILES	CaV13 FRET inh	PDI inh	TRPM1 prom inh	Shn3 3UTR inh	Vif imaging	HIF-2a block	KKLEB tox	NR2E3 ag-1	CF NFkB block	NR2E3 ag-2	Peg3 prom inh
O=C(c1cccc(Br)c1)N1CCN(C(=O)N2CCOCC2)CC1	-1	-3	4	2	2	13	10	-19	-6	1	-2
CSCCC(NS(=O)(=O)c1ccccc1)C(=O)Nc1nccs1 (stereo unspecified)	-2	1	13	7	0	10	9	-21	-14	·	6
Cc1nc(NCCN2CCOCC2)c2nnn(Cc3ccccc3Cl)c2n1	-8	6	-4	19	2	28	0	-5	3	0	11
COCCSc1nnc(NC(=O)CS(=O)(=O)c2ccccc2)s1	-3	2	1	12	2	17	-2	-24	10	4	3
C[C@@H]1CN([C@H](C)CO)C(=O)CCCn2cc(nn2)CO[C@H]1CN(C)C(=O)NC1CCCCC1	-6	-1	·	2	·	5	-4	2	-5	·	-10
COc1ccc(CCNc2cc(C)nc3c(-c4ccccc4)c(C)nn23)cc1OC	-16	3	-3	6	3	12	8	-29	-8	1	14
CCn1c(-c2cc(-c3cc(OC)ccc3OC)nc3ccccc23)n[nH]c1=S	-7	-4	11	19	·	-3	-4	-7	-8	1	10
CCC(=O)N1N=C(c2ccc(NS(=O)(=O)c3ccc(C)cc3)cc2)CC1c1ccco1 (stereo unspecified)	-5	-5	11	-1	1	7	-22	-12	21	·	31
CCSc1nnc(NC(=O)c2nc(-c3ccccc3)n(-c3ccccc3)n2)s1	·	-1	-5	17	4	5	2	7	14	3	10
CCN(CC)C(=O)C1CCC(C)(C(=O)O)C1(C)C (stereo unspecified)	-5	7	-2	3	6	10	5	-5	0	-1	3
OCCC1CN(Cc2cnn(-c3ccccc3Cl)c2)CCN1Cc1ccsc1 (stereo unspecified)	2	10	-16	8	4	16	-1	5	-10	-3	7
COc1cccc(-c2cnc3c(NC(C)=O)cc(-c4ccsc4)cn23)c1	-10	5	·	8	-8	-14	-8	-14	-30	·	5
COc1ccc(S(=O)(=O)NCC2CCC(C(=O)NCc3ccc(F)cc3)CC2)cc1 (stereo unspecified)	-18	-6	-11	13	12	21	3	-3	-13	2	10
O=C(C1CCCCC1C(=O)N1CCCCC1)N1CCCCC1 (stereo unspecified)	-5	0	7	-26	11	-5	-1	2	-14	·	6

Complete entries as entered above. Order of screens: CaV13 FRET inh	PDI inh	TRPM1 prom inh	Shn3 3UTR inh	Vif imaging	HIF-2a block	KKLEB tox	NR2E3 ag-1	CF NFkB block	NR2E3 ag-2	Peg3 prom inh
CCC(=O)N1N=C(c2ccc(NS(=O)(=O)c3ccc(C)cc3)cc2)CC1c1ccco1 (stereo unspecified) in the list: -5	-5	11	-1	1	7	-22	-12	21	·	31
COc1ccc(CCNc2cc(C)nc3c(-c4ccccc4)c(C)nn23)cc1OC in the list: -16	3	-3	6	3	12	8	-29	-8	1	14

By substructure: the compounds so far containing a Cl atom.
SMILES	CaV13 FRET inh	PDI inh	TRPM1 prom inh	Shn3 3UTR inh	Vif imaging	HIF-2a block	KKLEB tox	NR2E3 ag-1	CF NFkB block	NR2E3 ag-2	Peg3 prom inh
CCNC(=S)N/N=C/c1c(C)nn(-c2cccc(Cl)c2)c1Cl	-3	-12	0	-25	2	-12	3	9	-9	-3	9
Cc1nc(NCCN2CCOCC2)c2nnn(Cc3ccccc3Cl)c2n1	-8	6	-4	19	2	28	0	-5	3	0	11
OCCC1CN(Cc2cnn(-c3ccccc3Cl)c2)CCN1Cc1ccsc1 (stereo unspecified)	2	10	-16	8	4	16	-1	5	-10	-3	7

Later entries
SMILES	CaV13 FRET inh	PDI inh	TRPM1 prom inh	Shn3 3UTR inh	Vif imaging	HIF-2a block	KKLEB tox	NR2E3 ag-1	CF NFkB block	NR2E3 ag-2	Peg3 prom inh
CCOc1cc(/C=N\Nc2ncc(F)c(N3CCOCC3)n2)ccc1Oc1nc(Cl)ncc1F	-4	1	24	17	-11	-29	-26	-53	16	-3	12
COc1ccccc1CNC(=O)CCNC(=O)Cn1cnc2ccccc2c1=O	-3	-2	8	-6	15	17	-3	-10	-1	-1	1
O=C(NC(=S)NCc1ccccc1)c1cccc([N+](=O)[O-])c1	-5	-1	-25	7	14	5	0	-4	-2	-2	-6
COc1ccccc1CCNC(=O)CCn1nc(C)c2c(C)n(-c3ccccc3)nc2c1=O	-3	4	4	-4	7	5	3	-3	-7	-2	20
Cc1ccc(NC(=O)c2ccccc2OCc2c(C)noc2C)cc1S(=O)(=O)N(C)C	-4	-3	-9	-8	-2	-26	3	-3	-16	1	-10
COc1cc(/C=N/n2c(C)nnc2C)cc(OC)c1OC	-2	3	0	-8	8	19	0	-10	0	-1	5
C=CCn1c(SCC(=O)NC2CCS(=O)(=O)C2)nc2sc(CC)cc2c1=O (stereo unspecified)	0	-1	1	-2	-4	5	10	-7	-9	1	13
O=S(=O)(Oc1ccccc1)c1cccnc1	-5	0	-3	5	-1	5	4	11	-18	4	8
COc1cccc(OC)c1C(=O)Nc1cccc(NC(=O)c2cccs2)c1	-5	8	-10	10	1	19	-12	-18	5	2	3
CS(=O)(=O)Nc1ccccc1C(=O)Nc1cccc(Cl)c1	-7	2	19	3	-15	-23	7	11	15	6	17
NC(=O)c1ccccc1NC(=O)CC12CC3CC(CC(C3)C1)C2	-5	-2	12	17	-8	18	0	17	15	1	26
O=C1c2cnc3nc(SCc4ccc(Cl)cc4)nn3c2CC2c3ccccc3CCN12 (stereo unspecified)	-6	-7	-4	-10	-10	2	2	-7	-19	0	-7
CN(C)CCCN(C(=O)c1ccc(Cl)s1)c1nc2cc3c(cc2s1)OCO3	-13	2	83*	-29	4	-37	4	-21	3	1	-28
COc1ccc(C2C(C)C3(O)CC(C#N)(C(=O)N3)C2(C#N)C#N)cc1 (stereo unspecified)	-6	-8	8	1	9	8	2	-12	-4	-3	1
CC(=O)N(c1ccc(Cl)cc1)c1c[nH]c2ccccc12	-5	-7	7	-17	0	1	1	-2	5	0	20
Cc1cc(Cl)c(OCCCn2ccnc2)c(Br)c1	-5	-5	0	24	·	3	2	-30	6	0	-7
O=C1C=CC(=Nc2ccc(F)cc2)O1	-2	-6	-3	10	-1	3	17	15	-19	·	20
CCCNC1=CC(=O)CC(C)(C)C1	-4	-6	4	-3	·	15	3	-3	-5	-1	12
CCCCCCn1c(CN2CCCC(C)C2)nc2c1c(=O)n(C)c(=O)n2C (stereo unspecified)	-5	6	4	10	12	7	-2	-15	-2	-1	28
CC1CN(CCS(=O)(=O)c2cc(Cl)ccc2Cl)CC(C)O1 (stereo unspecified)	-20	4	-10	-40	19	11	-9	-30	18	1	17
NC(=O)Oc1cccc(OC(N)=O)c1	-20	-6	-5	8	1	10	-4	-21	7	1	-16
Cc1ccccc1C(=O)Nc1ccc(S(=O)(=O)N2CC(C)OC(C)C2)cc1 (stereo unspecified)	-17	11	2	21	-9	16	-15	20	15	1	14
CN(C)C(=O)c1cc(C(=O)c2c(F)cccc2F)c[nH]1	-20	-1	-1	-3	-10	-16	1	-39	5	7	-2
CC(=O)Nc1ccc(S(=O)(=O)N2CCNC(=O)CC2)cc1	·	-5	-3	-5	-1	9	1	0	-11	4	0

Two entries from above in a different format.
CN(C)CCCN(C(=O)c1ccc(Cl)s1)c1nc2cc3c(cc2s1)OCO3
- CaV13 FRET inh: -13
- PDI inh: 2
- TRPM1 prom inh: 83*
- Shn3 3UTR inh: -29
- Vif imaging: 4
- HIF-2a block: -37
- KKLEB tox: 4
- NR2E3 ag-1: -21
- CF NFkB block: 3
- NR2E3 ag-2: 1
- Peg3 prom inh: -28

COc1ccc(C2C(C)C3(O)CC(C#N)(C(=O)N3)C2(C#N)C#N)cc1 (stereo unspecified)
- CaV13 FRET inh: -6
- PDI inh: -8
- TRPM1 prom inh: 8
- Shn3 3UTR inh: 1
- Vif imaging: 9
- HIF-2a block: 8
- KKLEB tox: 2
- NR2E3 ag-1: -12
- CF NFkB block: -4
- NR2E3 ag-2: -3
- Peg3 prom inh: 1

(further entries)
SMILES	CaV13 FRET inh	PDI inh	TRPM1 prom inh	Shn3 3UTR inh	Vif imaging	HIF-2a block	KKLEB tox	NR2E3 ag-1	CF NFkB block	NR2E3 ag-2	Peg3 prom inh
CCCc1cc(=O)[nH]c(SCC(=O)c2cc(C)n(C)c2C)n1	·	-9	3	3	-1	-3	-1	-20	-10	-1	11
CCOC(=O)/C=C/c1ccc(C(F)(F)F)cc1S(=O)(=O)NC(C)(C)C	-10	-4	0	-7	0	-1	-6	18	-54	-1	11
CN(CC(=O)NC1CC1)S(=O)(=O)c1ccc(F)cc1	8	5	-2	-1	-4	12	-23	-10	-7	3	14
CCOc1ccccc1N1CCN(C(=O)CCCc2nc3ccccc3s2)CC1	-4	5	-20	7	17	13	2	-18	-19	2	8
CN(Cc1ccccc1)C(=O)c1ccc([N+](=O)[O-])o1	2	9	26	4	3	9	-8	24	-5	1	0
